# tim10-1 inh: growth inhibitors of tim10-1 mutant yeast, primary screen, luminescence, uHTS; inhibition, % at 20 µM; 2.2% of 330,000 active; S. cerevisiae tim10-1 ts strain growth, BacTiter-Glo, 24 h;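 active means inhibition of at least 40%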;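 further: mutant grown at 25 °C; 0% = DMSO wells with yeast and 100% = wells holding no yeast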
# 697 NFkB inh: inhibitors of PMA/ionomycin-induced NF-kB reporter, 697 cells, primary screen, B-cell NF-kB inhibitor project, cell-based, luminescence, uHTS. 697 B-cell NF-kB luciferase reporter, 16 h. inhibition, % at 4 µM. 0.33% of 330,000 active. AID 435022, 2010; in the data active means inhibition above about 35%
# XBP1 UPR activ: activators of adaptive XBP1 UPR arm, primary screen, cell-based, CHO-XBP1 luciferase reporter, luminescence, uHTS; AID 463104, 2010; IRE1-XBP1 UPR activation; percent of tunicamycin response, DMSO as zero; 0.33% of 330,000 active; activation, % at 20 µM;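 active means versus positive control, 20 µM dose yields 30% or more activation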;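 further: 100% = tunicamycin at 10 µg/mL and 0% = DMSO only wells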
#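 Material: CHO-XBP1 cells stably carrying IRE1-XBP1-driven luciferase reporter / Amount: 1000 cells per well / Compound: 20 µM, 1% DMSO / Times: 6 h treatment, 37 °C / Detection: luciferase luminescence / Measure: % activation of reporter signal versus tunicamycin and DMSO controls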
# tim23-1 inh: growth inhibitors of tim23-1 mutant yeast, primary screen, luminescence, uHTS; S. cerevisiae tim23-1 growth, BacTiter-Glo luminescence, 24 h; inhibition, % at 20 µM; 1.3% of 330,000 active; AID 463212, 2010;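 active means growth inhibition of the mutant yeast at or above 50%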;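 further: temperature-sensitive mutant grown at 25 °C; plate controls were DMSO-treated mutant yeast for no effect and medium wells lacking yeast for full effect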
# TIM10 inh: growth inhibitors of isogenic TIM10 control yeast, primary screen, counter-screen for tim10-1 yeast inhibitor project, luminescence, uHTS | 1.4% of 330,000 active | S. cerevisiae TIM10 strain growth, BacTiter-Glo luminescence, 24 h | inhibition, % at 10 µM;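 active means inhibition of 40% or more at the single tested concentration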;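 further: wild-type TIM10 isogenic control strain grown at permissive 25 °C; 0% = DMSO yeast wells and 100% = minimal medium wells without yeast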
# Jurkat NFkB inh: inhibitors of induced NF-kB luciferase reporter, primary screen, TCR NF-kB activation inhibitor project, cell-based, luminescence, uHTS; 0.53% of 330,000 active; Jurkat, PMA/ionomycin-induced NF-kB luciferase reporter; inhibition, % at 4 µM; in the data active means inhibition above about 50%
# Mdm2-MdmX inh: inhibitors of human Mdm2-MdmX association, primary screen, cell-based, luminescence, split luciferase, SaOS-2, uHTS. Protein Mdm4 (Homo sapiens) + E3 ubiquitin-protein ligase Mdm2 (Homo sapiens), …. 3% of 330,000 active. inhibition, % at 8 µM. SaOS-2 split-luciferase Mdm2/MdmX complementation. AID 485346, 2010;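 active means inhibition of at least 50% at 8 µM in the primary screen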
# Target sequence (O15151 whole entry, looked up): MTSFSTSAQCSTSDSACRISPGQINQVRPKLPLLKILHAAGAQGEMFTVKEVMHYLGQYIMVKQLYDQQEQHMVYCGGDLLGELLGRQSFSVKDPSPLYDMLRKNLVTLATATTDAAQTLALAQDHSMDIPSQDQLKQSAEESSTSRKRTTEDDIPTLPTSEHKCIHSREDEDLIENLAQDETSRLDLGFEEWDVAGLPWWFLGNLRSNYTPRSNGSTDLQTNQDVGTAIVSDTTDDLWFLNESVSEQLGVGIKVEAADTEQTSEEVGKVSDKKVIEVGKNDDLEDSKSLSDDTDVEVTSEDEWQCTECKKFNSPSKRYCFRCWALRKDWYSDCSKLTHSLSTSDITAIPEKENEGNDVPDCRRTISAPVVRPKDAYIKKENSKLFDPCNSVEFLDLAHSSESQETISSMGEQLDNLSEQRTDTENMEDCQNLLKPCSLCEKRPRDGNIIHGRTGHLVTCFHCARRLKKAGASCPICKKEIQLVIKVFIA
# Target sequence (Q00987 whole entry, looked up): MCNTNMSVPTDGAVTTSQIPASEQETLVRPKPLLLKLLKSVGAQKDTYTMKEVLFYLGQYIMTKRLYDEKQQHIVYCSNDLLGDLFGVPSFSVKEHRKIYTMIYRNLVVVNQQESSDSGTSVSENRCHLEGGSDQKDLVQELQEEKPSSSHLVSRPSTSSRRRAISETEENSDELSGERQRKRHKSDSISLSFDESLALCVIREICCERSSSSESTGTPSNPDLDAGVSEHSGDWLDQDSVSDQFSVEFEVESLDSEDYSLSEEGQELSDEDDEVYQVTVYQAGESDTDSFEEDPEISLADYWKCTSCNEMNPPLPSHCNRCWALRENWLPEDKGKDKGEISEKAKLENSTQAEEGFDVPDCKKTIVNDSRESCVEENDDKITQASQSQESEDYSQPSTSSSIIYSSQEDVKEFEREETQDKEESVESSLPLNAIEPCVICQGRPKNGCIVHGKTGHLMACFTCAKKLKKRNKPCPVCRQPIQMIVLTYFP
# CHOP UPR activ: activators of apoptotic CHOP UPR arm, primary screen, cell-based, CHO-CHOP luciferase reporter, luminescence, uHTS | activation, % at 10 µM | 0.34% of 330,000 active | UPR activation; percent of tunicamycin response over DMSO baseline;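 active means at 10 µM dose, activation of 40% or more, normalized to positive control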;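 further: 100% = tunicamycin at 10 µg/mL and 0% = DMSO alone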
#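 measured by = luciferase luminescence | assay system = CHO-CHOP cells, stable luciferase reporter of PERK-eIF2a-CHOP signalling | amount = 500 reporter cells seeded per well | timing = 6 h compound exposure at 37 °C after overnight seeding | controls = positive tunicamycin 10 µg/mL, negative DMSO alone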
# The depositor's hits bear a star.
SMILES,tim10-1 inh,697 NFkB inh,XBP1 UPR activ,tim23-1 inh,TIM10 inh,Jurkat NFkB inh,Mdm2-MdmX inh,CHOP UPR activ
CC(C)Nc1oc(Cc2cccc3ccccc23)nc1C#N,27,12,0,35,31,-1,8,0.2
CC(=O)c1ccc(OCC(O)CN2CCN(CCN3C(=O)c4cccc5cccc(c45)C3=O)CC2)cc1 (stereo unspecified),26,-13,-1,9,10,-7,-16,0.2
COc1ccc(-c2noc(CSc3nnc(-c4ccncc4)n3-c3ccc(F)cc3)n2)cc1OC,-13,-9,-2,5,4,4,22,-0.8
O=S(=O)(c1cc(Cl)ccc1Cl)N1CCN(Cc2ccc3c(c2)OCO3)CC1,30,-16,2,20,5,-5,-11,-3.2
CCCCCC(=O)Nc1ccc(Cc2ccncc2)cc1,17,-18,2,28,2,-3,19,1.8
O=C(CN1C(=O)/C(=C/c2ccc(F)cc2)SC1=S)NC1C=CS(=O)(=O)C1 (stereo unspecified),15,-6,-2,2,4,18,10,0.9
CCCCSc1nnc([C@H](CC(C)C)NC(=O)OC(C)(C)C)o1,31,4,1,30,13,-5,9,-2.7
CCOc1ccc(C2C(C#N)=C(N)Oc3cc(C)[nH]c(=O)c32)cc1OC (stereo unspecified),9,20,2,18,0,3,-7,0.4
CCCOc1ccccc1NC(=O)c1c(-c2ccccc2)noc1C,33,-7,-2,39,15,-3,-22,-1.8
COc1ccc(-c2[nH]ncc2CN2CCC(N3CCSCC3)CC2)cc1F,1,16,-3,12,3,-6,8,-2.1
CN(C)c1ccnc(-n2cccc2/C=N/OCc2cccc(F)c2)c1C#N,15,-14,0,22,-13,-11,13,-1.4
COc1ccc([N+](=O)[O-])cc1NC(=O)COC(=O)C1CC1,13,7,-2,-1,12,-4,19,2.0

# Molecules shown so far with an aryl thioether with sulfur outside any ring (2):
SMILES,tim10-1 inh,697 NFkB inh,XBP1 UPR activ,tim23-1 inh,TIM10 inh,Jurkat NFkB inh,Mdm2-MdmX inh,CHOP UPR activ
COc1ccc(-c2noc(CSc3nnc(-c4ccncc4)n3-c3ccc(F)cc3)n2)cc1OC,-13,-9,-2,5,4,4,22,-0.8
CCCCSc1nnc([C@H](CC(C)C)NC(=O)OC(C)(C)C)o1,31,4,1,30,13,-5,9,-2.7

# (further entries)
SMILES,tim10-1 inh,697 NFkB inh,XBP1 UPR activ,tim23-1 inh,TIM10 inh,Jurkat NFkB inh,Mdm2-MdmX inh,CHOP UPR activ
O=C(CC12CC3CC(CC(C3)C1)C2)NC(Cc1ccccc1)C(=O)O (stereo unspecified),5,26,-5,4,-8,1,4,-1.3
CCn1c(SCC(=O)Nc2cc(F)ccc2C)nnc1-c1ccccc1O,1,-2,3,20,0,-6,22,-1.6
O=C(NNS(=O)(=O)c1ccc(F)c(Cl)c1)c1cccc(S(=O)(=O)N2CCOCC2)c1,-2,11,-3,-16,-15,-3,1,31
Cc1ccc(S(=O)(=O)N2CCN(c3ncnc4c3cnn4-c3ccccc3)CC2)cc1,11,-13,2,9,-14,8,18,-0.8
Cc1cccc(NC(=O)c2ccc3c(c2)OCCO3)n1,-6,-138,-6,3,12,-100,-54,3.6
CCCCC(C(=O)NC(C)(C)C)N(Cc1ccccc1)C(=O)c1snc(C(N)=O)c1N (stereo unspecified),4,1,-3,35,15,-7,25,-0.6
CCCCn1c(=O)nc2n(-c3ccc(Cl)cc3)c3ccccc3cc-2c1=O,-15,10,-3,-10,-6,-3,-32,2.3
O=C(Nc1ccccc1-c1ccccc1)c1cc(C(F)(F)F)cc(C(F)(F)F)c1,1,13,-3,-3,-5,-7,10,-0.9
Cc1cc(=O)[nH]c(SCC(=O)N2CCCCCC2)n1,-8,6,-1,4,6,-4,4,-1.9
Cc1c(NC(=O)c2cn3ccccc3n2)cccc1-n1cnnn1,-13,-10,-1,-17,-21,-7,-14,1.9
CN1CCc2cc(O)c(O)cc2C(c2ccccc2)C1 (stereo unspecified),5,6,-3,2,0,-7,25,2.0
CCCCCCCCCCCCN1[C@@H](CC(=O)O)c2cc(F)ccc2S1(=O)=O,33,16,1,28,3,10,14,1.6

# Profiles from above. Values in the order: tim10-1 inh, 697 NFkB inh, XBP1 UPR activ, tim23-1 inh, TIM10 inh, Jurkat NFkB inh, Mdm2-MdmX inh, CHOP UPR activ
# Profile of CCn1c(SCC(=O)Nc2cc(F)ccc2C)nnc1-c1ccccc1O → 1, -2, 3, 20, 0, -6, 22, -1.6
# Profile of CN1CCc2cc(O)c(O)cc2C(c2ccccc2)C1 (stereo unspecified) → 5, 6, -3, 2, 0, -7, 25, 2.0

# Later entries:
SMILES,tim10-1 inh,697 NFkB inh,XBP1 UPR activ,tim23-1 inh,TIM10 inh,Jurkat NFkB inh,Mdm2-MdmX inh,CHOP UPR activ
Cc1nc2sc(C(c3ccccc3)N3CCC(O)CC3)c(O)n2n1 (stereo unspecified),15,-5,1,-3,-15,4,-14,0.5
CCCOC(=O)c1c(-c2ccc(C)cc2C)csc1NC(=O)C1C2CCC(O2)C1C(=O)O (stereo unspecified),13,5,-2,9,5,18,10,1.3
CCS(=O)(=O)c1ccc(Sc2nncn2C)c([N+](=O)[O-])c1,9,-5,-1,1,-8,0,-6,2.2
CC1=C(C)CC(C(=O)Nc2cccc([N+](=O)[O-])c2)C(C(=O)O)C1 (stereo unspecified),-12,-7,-1,8,8,-6,7,-1.9
COc1cc(OC)c(OC)cc1/C=N/NC(=O)c1cc(-c2cccn2C)n[nH]1,-10,11,-3,17,-8,17,-5,-0.4
O=C1CS/C(=N/N=C/c2ccncc2)N1,-1,0,-2,12,7,6,-3,0.9
O=C(CN1CCCN(S(=O)(=O)c2ccc(F)cc2)CC1)Nc1cccc(F)c1,6,4,2,11,15,-7,9,-2.2
CN(CC(=O)Nc1ccc(Cl)c(C(F)(F)F)c1)C(=O)CNC(=O)C1CCCCC1,12,-1,-1,0,-1,-9,23,-2.9
O=S1(=O)[C@H]2C[C@@H]3C=C[C@@]2(CN1Cc1ccc(F)cc1)O3,-12,17,0,-5,-2,5,4,0.4
COc1ccc(S(=O)(=O)NCc2ccccn2)cc1NC(=O)c1ccc(Cl)cc1,22,-39,-1,25,9,25,40,1.4
Cc1noc(C)c1COc1cccc(C(=O)OC(C)C#N)c1 (stereo unspecified),11,25,-2,17,9,9,6,-0.3
Cc1cc(C)n2nc(-c3cnn(C)c3C(F)(F)F)c(Cl)c2n1,21,10,0,20,11,-3,17,0.4
COc1ccc(OCCCn2cccc2/C=C2/C(=N)N3OC(C)=CC3=NC2=O)cc1,8,-28,-1,35,26,-40,-22,1.9
c1coc(-c2nc(-c3ccco3)c(-c3ccco3)nc2-c2ccco2)c1,13,-11,0,28,8,12,29,1.0
CC(C)CCn1c(SCC(=O)NC2CC2)nc2cc(Cl)ccc2c1=O,-4,18,0,3,-18,6,-6,-0.9
Cc1cc(C(=O)Cn2cnc3cc(F)ccc3c2=O)c(C)n1C1CC1,-45,-102,4,12,-10,-38,10,3.3
Cc1ccc(CNc2ccc3nnc(-c4ccccc4)n3n2)cc1,8,-13,-4,10,-27,-5,30,0.7
CCn1nnnc1-c1ccc(OC)c(S(=O)(=O)Nc2ccc(C(=O)OC)cc2)c1,0,22,-2,-6,2,-26,12,-0.8
Cc1ccc(NCC(=O)N/N=C/c2ccc(C(=O)O)cc2)cc1,-4,23,-1,-11,17,-4,14,-0.3
Cc1ccc(OCCC(=O)OCC(=O)NC(=O)NC2CCCC2)cc1,34,8,-1,35,17,19,11,0.3
COc1ccccc1N(C)S(=O)(=O)c1ccc(C(=O)N2CCCc3ccccc32)cc1,27,-8,-2,27,0,7,7,-0.2
Cc1cc(C)c(C(=O)C(C)OC(=O)Cc2n[nH]c(=O)c3ccccc23)cc1C (stereo unspecified),16,-6,0,18,12,1,16,-1.9
c1ccc(OCCSc2nnnn2-c2ccccc2)cc1,11,-178,-3,40,20,-126,-211,3.7
CCn1c(Cc2ccc(OC)cc2)nnc1SCC(=O)Nc1nc2ccccc2s1,-14,0,2,-21,-2,6,19,-1.2
Cc1sc2ncnc(SCC(=O)NC3CCCC3)c2c1C,-13,-23,-4,29,4,12,8,1.6
O=C(CN1C(=O)COc2ccc(S(=O)(=O)N3CCOCC3)cc21)NCc1ccco1,-9,10,-3,-3,-1,-7,0,0.1
COc1cc(NC(=S)NCCC(c2ccccc2)c2ccccc2)cc(OC)c1,34,1,0,23,34,-4,13,2.5
CCCCN(C)C(=O)c1cn(CC)c2ccc(S(=O)(=O)N(C)C)cc2c1=O,-1,18,0,-3,-1,20,-2,-2.2
COc1ccc(C(CNC(=O)COc2ccc(F)cc2Cl)N2CCCCC2)cc1 (stereo unspecified),-1,12,-3,-3,6,7,5,-1.2
C[C@H]1CN([C@@H](C)CO)C(=O)c2cccc(NS(=O)(=O)c3cn(C)cn3)c2O[C@H]1CN(C)S(C)(=O)=O,-18,11,-4,3,-5,3,-16,-3.0
COC(=O)c1ccc(C(=O)OC)c(NC(=O)c2cccnc2)c1,1,-4,-5,-3,-2,-4,11,0.3
Cc1cccc(NS(=O)(=O)c2cc(C(=O)OC(C)C(=O)NCc3ccc4c(c3)OCO4)ccc2C)c1 (stereo unspecified),8,-20,-4,24,2,15,24,-1.1
CCC1(C)Cc2c(sc3nn[nH]c(=O)c23)CO1 (stereo unspecified),8,20,-3,13,3,-6,9,-0.7
CCN(CC)S(=O)(=O)c1cc(C(=O)c2nccn2C)ccc1Cl,10,3,-1,0,18,1,10,-1.9

# Seven entries already listed, ordered by length of the SMILES, low to high.
SMILES,tim10-1 inh,697 NFkB inh,XBP1 UPR activ,tim23-1 inh,TIM10 inh,Jurkat NFkB inh,Mdm2-MdmX inh,CHOP UPR activ
Cc1sc2ncnc(SCC(=O)NC3CCCC3)c2c1C,-13,-23,-4,29,4,12,8,1.6
CCC1(C)Cc2c(sc3nn[nH]c(=O)c23)CO1 (stereo unspecified),8,20,-3,13,3,-6,9,-0.7
CCN(CC)S(=O)(=O)c1cc(C(=O)c2nccn2C)ccc1Cl,10,3,-1,0,18,1,10,-1.9
COc1cc(NC(=S)NCCC(c2ccccc2)c2ccccc2)cc(OC)c1,34,1,0,23,34,-4,13,2.5
COc1ccc(C(CNC(=O)COc2ccc(F)cc2Cl)N2CCCCC2)cc1 (stereo unspecified),-1,12,-3,-3,6,7,5,-1.2
Cc1cccc(NS(=O)(=O)c2cc(C(=O)OC(C)C(=O)NCc3ccc4c(c3)OCO4)ccc2C)c1 (stereo unspecified),8,-20,-4,24,2,15,24,-1.1
C[C@H]1CN([C@@H](C)CO)C(=O)c2cccc(NS(=O)(=O)c3cn(C)cn3)c2O[C@H]1CN(C)S(C)(=O)=O,-18,11,-4,3,-5,3,-16,-3.0

# Bioassay records: PubChem BioAssay, Sanford-Burnham Center for Chemical Genomics

# Compounds as they come. Share with any hit: about 6.6%.
